GALK inh – inhibitors of human galactokinase; P51570; Purified GALK, Kinase-Glo residual ATP luminescence; Potency, µM (titrated, usually from 57.5 µM), inactives show at the top dose activity change, negative = inhibition, actives largely listed as inhibitors; 270,000 compounds, 0.007% hits; AID 1868; also: potency is read from the fitted curve at half-maximal effect; % is scaled to controls: 0 for no effect and ±100 for the full control effect
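ATP-depletion format; final 35 uM ATP, 100 uM D-galactose, 5 nM enzyme; pH 8.0 HEPES/Mg2+ buffer; 60 min RT; luminescence read 10 min after detection reagent.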
hERG WT inh – inhibitors of human wildtype KCNH2 potassium channel; Q12809; U2OS, BacMam KCNH2, thallium flux FluxOr; hits give low values; activity change, % at 1.84 µM; 340,000 compounds, 0.37% hits;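 active = maximum activity change below -70%; inconclusive = maximum activity change between -70% and -50%; inactive = maximum activity change above -50%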; also: % is scaled to controls: 0 for no effect and ±100 for the full control effect
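U2OS cells transduced with wild-type KCNH2 virus are loaded with FluxOr dye for 45 min, and thallium flux is measured in kinetic reads before and after stimulation buffer. Rate constants are normalized to DMSO controls.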
USP2a block – blocks human ubiquitin-specific protease USP2a. O75604. USP2 core, Ub-CHOP2 coupled fluorogenic reporter, 485/531. Potency, µM (titrated, usually from 38.3 µM), inactives show top-dose activity change, negative = inhibition, actives largely listed as inhibitors. 330,000 compounds, 0.01% hits;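 also: potency is read from the fitted curve at half-maximal effect; plate controls were DMSO wells for no effect and full inhibition by NEM control for full effect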
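Deubiquitinase activity read as fluorescence (485/531 nm) after Ub-CHOP2 cleavage activates the enterokinase reporter on its substrate; USP2 core 10nM, Ub-CHOP2 and substrate 25nM each, 30min compound preincubation then 60min RT; data normalized to NEM, curves fitted.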
TSHR antag – human thyrotropin receptor antagonism | TSHR-expressing cells, TSH-stimulated cAMP HTRF, 2 h; hits give low values | P16473 | activity change, negative = inhibition, % at 11.5 µM | 330,000 compounds, 0.2% hits;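 active = activity change below a set negative limit, meaning inhibition stronger than a set level, cut at about -70% in these data; inconclusive = activity change between two set negative limits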; also: % is scaled to controls: 0 for no effect and ±100 for the full control effect
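TSHR-expressing cells, 200/well, pre-treated with compound, then stimulated with EC80 TSH (4nM final) for 2 hours at 37 deg C. cAMP measured by competitive HTRF: anti-cAMP cryptate antibody in lysis buffer plus cAMP-d2, read after 30 minutes at room temperature.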
MBNL1-CUG inh – MBNL1-poly(CUG) RNA binding inhibition; Q9NR56; TR-FRET MBNL1-His/biotin-(CUG)12 binding, 665/545 ratio; Potency, µM (doses to about 57.5 µM), for inactives: at the highest dose activity change, negative = inhibition, most hits filed as inhibitors; 280,000 compounds, 0.036% hits; active = well fitted inhibition curve with a large enough effect in the signal ratio, with a control signal flat, not every such curve was filed as active; inconclusive = small, poorly fitted or top-dose-only effect, or effect the other way, or a change in a side signal; inactive = no such curve, though single readings can be large or run the other way; the % refers to the signal ratio; also: potency is read from the fitted curve at half-maximal effect; % is scaled to controls: 0 for no effect and ±100 for the full control effect
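TR-FRET between His-tagged MBNL1 and biotin-(CUG)12 RNA, detected with Tb anti-His antibody (0.055 ng/ul) and streptavidin-XL665 (5 nM), 60 min at room temperature. Compounds titrated 92 nM to 58 uM; 665/545 nm ratio normalized to buffer and complex controls.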
Eya2 inh – inhibitors of human Eya2 phosphatase activity. recombinant Eya2, OMFP fluorescence dephosphorylation (OMFP is methylfluorescein phosphate). Potency, µM (doses to about 76.9 µM), inactives show at the highest dose activity, negative = inhibition, usual class: inhibitors. AID 488837. 330,000 compounds, 0.006% hits; also: potency is read from the fitted curve at half-maximal effect; % is scaled to controls: 0 for no effect and ±100 for the full control effect
Target sequence (O00167 whole entry, looked up): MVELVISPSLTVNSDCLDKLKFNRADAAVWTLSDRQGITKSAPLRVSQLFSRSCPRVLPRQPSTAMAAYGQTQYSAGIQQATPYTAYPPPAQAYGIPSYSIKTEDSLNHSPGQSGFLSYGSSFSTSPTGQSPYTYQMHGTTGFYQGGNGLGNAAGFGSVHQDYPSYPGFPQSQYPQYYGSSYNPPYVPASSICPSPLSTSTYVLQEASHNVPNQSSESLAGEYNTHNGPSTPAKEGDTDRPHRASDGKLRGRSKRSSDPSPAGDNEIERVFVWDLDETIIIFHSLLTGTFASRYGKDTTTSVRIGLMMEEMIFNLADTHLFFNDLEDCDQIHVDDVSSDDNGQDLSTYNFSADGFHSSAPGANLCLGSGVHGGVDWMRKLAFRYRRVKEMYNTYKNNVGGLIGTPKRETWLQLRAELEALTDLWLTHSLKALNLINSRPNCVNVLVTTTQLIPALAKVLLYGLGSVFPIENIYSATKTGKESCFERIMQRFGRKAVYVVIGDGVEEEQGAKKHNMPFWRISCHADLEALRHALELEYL
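Eya2 (0.2 uM) preincubated 10 min at ambient with compound, then OMFP substrate added at 50 uM; 10 min reaction in 50 mM HEPES pH 7.5, 50 mM NaCl, 5 uM MgCl2, 0.05% BSA, 1 mM DTT. Fluorescence read at Ex 485/Em 525 nm.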
ASM inhibitor – blocks human secretory acid sphingomyelinase. P17405. placental ASM, HMU-PC fluorogenic substrate, 60 min. Potency, µM (top dose mostly 57.5 µM), without a hit: at the highest dose activity change, negative = inhibition, hits mostly inhibitors. 340,000 compounds, 0.006% hits; also: potency is read from the fitted curve at half-maximal effect
Target sequence (P17405 47-631 limits assumed): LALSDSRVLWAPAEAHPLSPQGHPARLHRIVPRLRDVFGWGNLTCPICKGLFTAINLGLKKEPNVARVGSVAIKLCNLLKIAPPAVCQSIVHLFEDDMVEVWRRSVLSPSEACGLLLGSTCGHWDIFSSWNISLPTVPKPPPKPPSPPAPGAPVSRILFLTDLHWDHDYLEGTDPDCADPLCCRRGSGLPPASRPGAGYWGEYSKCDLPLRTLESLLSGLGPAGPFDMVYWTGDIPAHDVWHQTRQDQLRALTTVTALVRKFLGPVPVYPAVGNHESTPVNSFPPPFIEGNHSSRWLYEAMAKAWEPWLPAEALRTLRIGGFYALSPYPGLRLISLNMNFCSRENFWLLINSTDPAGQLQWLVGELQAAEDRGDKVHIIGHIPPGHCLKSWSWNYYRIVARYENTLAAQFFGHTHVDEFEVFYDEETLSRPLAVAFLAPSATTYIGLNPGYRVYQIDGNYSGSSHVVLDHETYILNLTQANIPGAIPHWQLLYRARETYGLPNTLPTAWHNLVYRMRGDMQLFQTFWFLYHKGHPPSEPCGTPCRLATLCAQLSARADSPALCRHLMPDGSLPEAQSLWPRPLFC
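Human placenta-derived ASM preincubated with compound 10 min at room temperature, then reacted with 9 uM (final) fluorogenic HMU-PC substrate for 60 min at 37 C. Stop solution raises pH to 10; fluorescence read at Ex 386/Em 447 nm.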
Mito fusion act – blocks mitochondrial division or promotes mitochondrial fusion | Potency, µM (doses to about 46.1 µM), inactives show at the top dose growth rescue (activation), actives largely listed as activators | S. cerevisiae fusion-defective mutant growth rescue, CellTiterGlo 48 h | 320,000 compounds, 0.23% hits | AID 485298;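 also: potency is read from the fitted curve at half-maximal effect; % of control where 0% means no effect; nearly all actives have a fitted effect of over 45% in size; temperature-sensitive fusion mutants such as fzo1-1 at 37 °C on non-fermentable ethanol glycerol medium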
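Compounds are tested for their ability to restore growth of mitochondrial fusion-defective yeast strains at non-permissive 37C in YPEG medium over 48 hours. Viability is quantified by luciferase luminescence.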
BCR signal inh – inhibitors of chronic active B-cell receptor signaling | ABC-DLBCL IkBa-CBG/CBR reporter, luminescence ratio, 4 h | Potency, µM (highest dose often 46.1 µM), inactives show at the highest dose ratio change, negative = lower green/red ratio, usual class: inhibitors | 340,000 compounds, 0.05% hits | AID 493014; active = well fitted inhibition curve with a large enough effect in the signal ratio, with a control signal flat, not every such curve was filed as active; inconclusive = small, poorly fitted or top-dose-only effect, or effect the other way, or a change in a side signal; the % refers to the signal ratio;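 also: potency is read from the fitted curve at half-maximal effect; plate controls were basal doxycycline-induced cells for no effect and cells given 10 µM MG132 for full effect; MG132 reads +100%, hits lower the ratio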
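Doxycycline induced both beetle luciferases in TMD8 lymphoma cells; IKK-driven degradation limits the IkappaBalpha-fused green signal, while red luminescence normalises for cell number and nonspecific effects. Compounds tested up to 46 uM, 4 hrs.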
Menin MLL FP TR – menin-MLL binding inhibition, Texas Red mutant peptide. O00255. Menin + Texas Red MLL mutant peptide, fluorescence polarization. Potency, µM (highest dose often 61.6 µM), for the others: at the highest dose FP activity change, negative = inhibition, actives largely listed as inhibitors. 270,000 compounds, 0.23% hits; active = well fitted inhibition curve with a large enough effect in the polarisation, with a control signal flat, not every such curve was filed as active; inconclusive = small, poorly fitted or top-dose-only effect, or effect the other way, or a change in a side signal; inactive = no such curve, though single readings can be large or run the other way; the % refers to the polarisation; also: potency is read from the fitted curve at half-maximal effect; % of control where 0% means no effect; many of its hits are not listed in these tables
PKM2 act – PKM2 (human) enzyme activation; AID 1631; 260,000 compounds, 0.34% hits; Potency, µM (doses to about 57.5 µM), inactives show at the highest dose activation, actives largely listed as activators; purified PKM2, Kinase-Glo ATP luminescence, activation; response scale: 0% is enzyme alone, no compound; also: potency is read from the fitted curve at half-maximal effect; % is scaled to controls: 0 for no effect and ±100 for the full control effect; nearly all actives have a fitted effect of over 55% in size
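ATP formation by purified human PK-M2, quantified via coupled luciferase luminescence after 1 h at room temperature with 0.1 mM ADP and 0.5 mM PEP final.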
Starred values were filed as active, the others as inactive; ? = inconclusive; · = not tested or not shown; & = joins results of further samples; [ ] = dose if it differs, or a comment. Unless noted, calls follow the shape of the dose curve; as a rule, active = well fitted curve in the direction sought with a large enough effect; inconclusive = small, poorly fitted or top-dose-only effect, or another doubt; inactive = no such curve, though single readings can be large; an effect the other way counts as inactive or inconclusive.

SMILES | GALK inh | hERG WT inh | USP2a block | TSHR antag | MBNL1-CUG inh | Eya2 inh | ASM inhibitor | Mito fusion act | BCR signal inh | Menin MLL FP TR | PKM2 act
COc1ccc(NC(=O)N(C)C[C@H]2Oc3c(NC(=O)Nc4ccccc4)cccc3C(=O)N([C@H](C)CO)C[C@@H]2C)cc1 | · | -4 | -1% | -5 | · | 2% | -7% | · | -1% | · | ·
COc1ccccc1-c1nnc(SCC(=O)O)n1-c1ccc(C)cc1 | 0% | 10 | 0% | 17 | -4% | -2% | 6% | -3% | -7% | -8% | 0%
O=C(Nc1ccc(N2CCN(C(=O)c3cccs3)CC2)c(Cl)c1)c1ccco1 | 2% | 11 | 4% | -21 | 14% | 1% | -7% | -1% | ? | 3% | 6%
COc1cc(C(=O)Nc2c(C(=O)N3CCOCC3)oc3ccccc23)cc(OC)c1OC | 4% | -2 | 1% | -2 | -3% | 4% | -5% | 2% | -4% | · | ·
CCn1c(SC(C)C(=O)NCC2CCCO2)nc2ccccc21 (stereo not drawn) | · | -2 | 4% | 3 | · | 8% | 2% | 0% | ? | · | ·
CC1CCN(c2ccc([N+](=O)[O-])cc2C(=O)N2CCOCC2)CC1 | 5% | -4 | -6% | 32 | ? | 3% | -7% | 7% | -1% | · | -1%
O=C1C=CN2CCCCC2CC1 (stereo not drawn) | · | 4 | 5% | -9 | · | 3% | 18% | · | 1% | · | ·
O=C(COC(=O)CCSc1ccc(Cl)cc1)NCc1ccco1 | 5% | -10 | 0% | 30 | -13% | 6% | -3% | -2% | 12% | -1% | 2%
COc1cccc(NC(=O)CSc2nc3ccsc3c(=O)n2-c2ccc(C(=O)O)cc2)c1 | 1% | -6 | 1% | 6 | -13% | -6% | 2% | -7% | 5% | 11% | -7%
Cc1ccc(-n2c(SCC(=O)Nc3ccc(N4CCOCC4)cc3)nc3ccccc3c2=O)cc1 | 0% | -1 | 5% | -3 | -9% | 7% | -8% | -13% | -2% | -8% | 0%
CC(C)Cn1c(N)c(C(=O)CSc2ccc3c(c2)OCCO3)c(=O)n(C)c1=O | -3% | 1 | 2% | -37 | -1% | 1% | 1% | -1% | 3% | ? | 1%
COc1cc(OC)c2c(-c3ccccc3)cc(=O)oc2c1C(CCN1CCCCC1)c1ccc2c(c1)OCO2 (stereo not drawn) | 0% | · | -3% | -2 | 4% | 1% | -2% | -8% | -8% | ? | -1%
CC(C)OC(=O)/C(=C/c1ccco1)c1ccccc1 | 4% | -1 | -4% | 5 | · | -2% | -2% | -2% | 13% | · | 23%
CCOC(=O)c1sc(NC(=O)C(CC)Sc2nnc3c4ccccc4n(C(C)C)c3n2)nc1C (stereo not drawn) | 3% | -24 | 0% | 5 | 1% | -8% | -4% | 3% | -23% | 3% | -4%
C=CCNC(=S)NN=C1CCCCCCC1 | 6% | 3 | 0% | 21 | -5% | -1% | -1% | -5% | ? | -3% | -9%

Entries from the list above that contain two or more sulfur atoms, in the order listed:
SMILES | GALK inh | hERG WT inh | USP2a block | TSHR antag | MBNL1-CUG inh | Eya2 inh | ASM inhibitor | Mito fusion act | BCR signal inh | Menin MLL FP TR | PKM2 act
COc1cccc(NC(=O)CSc2nc3ccsc3c(=O)n2-c2ccc(C(=O)O)cc2)c1 | 1% | -6 | 1% | 6 | -13% | -6% | 2% | -7% | 5% | 11% | -7%
CCOC(=O)c1sc(NC(=O)C(CC)Sc2nnc3c4ccccc4n(C(C)C)c3n2)nc1C (stereo not drawn) | 3% | -24 | 0% | 5 | 1% | -8% | -4% | 3% | -23% | 3% | -4%

Carrying on:
SMILES | GALK inh | hERG WT inh | USP2a block | TSHR antag | MBNL1-CUG inh | Eya2 inh | ASM inhibitor | Mito fusion act | BCR signal inh | Menin MLL FP TR | PKM2 act
Cc1cc(O)c2c(CN3CCN(Cc4ccccc4)CC3)cc(=O)oc2c1 | 1% | -14 | 1% | -1 | 2% | 1% | 0% | 12% | ? | -11% | ·
COc1ccc(NS(=O)(=O)c2ccc3nc(COc4ccc5ccccc5c4)[nH]c3c2)cc1 | 1% | -6 | -16% | 20 | -13% | -4% | ? | 6% | 2% | ? | -14%
S=c1[nH]cnc2sc(Nc3ccccc3)nc12 | 7% | -8 | 0% | -2 | 50%[activator] | -12% | -9% | 8% | ? | ? | -1%
COc1cccc(CNc2nc3nc(C)cc(=O)n3[nH]2)c1 | 0% | 1 | 1% | -1 | -23% | 11% | 2% | 0% | -1% | -2% | 1%
COc1ccc(S(=O)(=O)N2CCN(CC(=O)Nc3ccccc3Cl)CC2)cc1 | -10% | 4 | -1% | 3 | -4% | 6% | -2% | 0% | -1% | · | 12%
Cn1c(=O)c(=O)n(C)c2cc(S(=O)(=O)N3CCOCC3)ccc21 | 0% | 3 | 3% | 10 | -7% | 3% | -4% | -2% | 6% | -1% | 11%
CCOC(=O)c1cnc(SCC)[nH]c1=O | 0%&1% | -3 | 0%&3% | -9&-10 | 3%&-2% | 4%&-3% | 1% | 2%&2% | 6%&-4% | -8% | 1%&4%
COc1ccc(Cl)cc1C(=O)NNC(=O)CSc1nnc2ccccn12 | 10% | -3 | -1% | 12 | -5% | -4% | 6% | -5% | 1% | -16% | -1%
CCOC(=O)N1CCN(S(=O)(=O)CCNC(=O)c2ccc(OC)cc2)CC1 | · | 14 | -1% | -9 | · | 32% | 5% | -5% | -1% | · | ·
CCOC(=O)c1c(C)n(C)c2c(C)cc(O)c(OC(C)=O)c12 | 0% | 2 | 3% | 13 | -1% | -16% | 3% | 1% | -16% | -5% | -6%
O=C(NCCCSc1ccccc1)c1cc(Br)ccc1O | 0% | -7 | 3% | 18 | ? | 11% | -5% | 0% | ? | · | -1%
CCC1(C)NC(=O)N(CC(=O)Nc2sc3c(c2C(=O)OC)CCCCC3)C1=O (stereo not drawn) | -2% | -6 | -2% | -22 | 2% | -21% | -1% | 12% | 0% | -20% | -1%
COc1ccc(CN2CCN(Cc3cccc4nonc34)CC2CCO)c(C)c1C (stereo not drawn) | 1% | 11 | 4% | -13 | ? | 2% | 4% | 1% | -8% | -9% | 24%
CCOC(=O)c1sc(NC(=O)c2ccccc2)cc1C | 3% | -5 | 4% | -5 | 94%[activator] | 4% | 30% | 0% | ? | 3% | 1%
N#Cc1ccsc1NC(=O)CN1C(=O)NC2(CCCC2)C1=O | · | · | 9% | -3 | · | -10% | · | 1% | 8% | · | ·
COCCNC(=O)CSc1nc2ccccc2c(=O)n1CCC(=O)NCCc1ccc(OC)c(OC)c1 | -1% | -2 | 0% | 7 | -3% | -9% | 4% | 3% | ? | -15% | 2%
Cc1ccc(OCCC(=O)Nc2ccc(F)c(F)c2)cc1 | 2% | 3 | 2% | 6 | -3% | -1% | -4% | 17% | ? | 10% | 1%
CCCCCCOc1ccc(/C(N)=N/O)cc1 | -5% | 2 | 3% | -13 | 5% | 12% | 0% | 10% | -3% | 1% | -3%
NC(=O)c1ccccc1NC(=O)CS(=O)(=O)Cc1ccccc1 | 3% | -8 | -1% | 26 | -16% | -6% | 5% | -1% | 10% | 2% | -20%
Cc1nn(C)c(C(=O)NNC(=S)NC2CCCCC2)c1Br | 9% | 0 | -3% | -8 | 13% | -8% | -1% | 5% | ? | 2% | 4%
CNc1nc2c(Cl)cc(Cl)cc2s1 | -1% | 6 | 0% | 3 | · | 5% | 0% | 9% | -1% | · | -2%
O=C(Cc1cccs1)NCc1ccccc1F | -3% | -6 | 3% | -1 | -1% | 1% | 0% | -1% | ? | 14% | 3%
CSc1nncc(-c2ccc(F)c(F)c2)n1 | -2% | 40 | -2% | 33 | 17% | 8% | -1% | 2% | ? | 8% | -8%

Screening results as filed in PubChem.

Not all compounds are listed. The share of hits here may be higher or lower than overall.
